PMI act: activators of human phosphomannose isomerase | AID 1214 | activation factor at 20 µM | P34949 | actives 0.005% (n = 190,000) | purified human PMI, coupled resazurin fluorescence, 20 min; active compounds read high; 1 = vehicle control, 0 substrate-free wells;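 active = activation factor of 2 or more at 20 µM, relative to plate controls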
Target sequence (P34949 whole entry, looked up): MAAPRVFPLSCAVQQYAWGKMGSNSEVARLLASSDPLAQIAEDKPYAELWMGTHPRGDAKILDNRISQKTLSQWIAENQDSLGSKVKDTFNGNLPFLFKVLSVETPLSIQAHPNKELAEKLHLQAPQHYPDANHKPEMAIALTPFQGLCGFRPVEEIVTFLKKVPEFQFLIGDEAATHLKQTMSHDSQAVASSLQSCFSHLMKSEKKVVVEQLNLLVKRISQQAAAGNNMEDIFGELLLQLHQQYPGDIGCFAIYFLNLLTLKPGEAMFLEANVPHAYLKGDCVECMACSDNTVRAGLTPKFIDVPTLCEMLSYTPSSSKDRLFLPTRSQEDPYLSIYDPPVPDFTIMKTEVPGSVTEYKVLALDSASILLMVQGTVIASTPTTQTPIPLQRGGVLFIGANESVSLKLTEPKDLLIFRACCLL
TNAP act hi DEA: increases human TNAP activity under high phosphate acceptor concentration; activation factor at 20 µM; P05186; purified TNAP, CDP-star luminescence, 1 M DEA, 30 min; active compounds read high; 0 = EDTA background, 1 = DMSO-only activity; AID 1136; 200,000 tested, under 10 active;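 active = activation factor at least 2 at 20 µM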
Target sequence (P05186 whole entry, looked up): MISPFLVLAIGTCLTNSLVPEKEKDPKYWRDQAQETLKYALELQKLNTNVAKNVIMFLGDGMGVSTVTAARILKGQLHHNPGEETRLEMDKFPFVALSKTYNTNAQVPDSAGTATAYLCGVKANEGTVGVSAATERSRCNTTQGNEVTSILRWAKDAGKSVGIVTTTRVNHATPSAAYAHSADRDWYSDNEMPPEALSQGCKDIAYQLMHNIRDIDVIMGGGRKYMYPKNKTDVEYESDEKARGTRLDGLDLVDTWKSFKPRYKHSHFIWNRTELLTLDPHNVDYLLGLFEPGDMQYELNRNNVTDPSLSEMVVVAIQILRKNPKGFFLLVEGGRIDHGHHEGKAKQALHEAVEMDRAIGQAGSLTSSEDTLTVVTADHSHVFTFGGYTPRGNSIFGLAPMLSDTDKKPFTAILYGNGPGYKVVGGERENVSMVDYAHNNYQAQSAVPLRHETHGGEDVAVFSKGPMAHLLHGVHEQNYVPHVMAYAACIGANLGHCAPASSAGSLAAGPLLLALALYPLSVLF
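system = human TNAP | amount = enzyme diluted 1/800 final | reagent = 100 µM CDP-star substrate | signal = luminescent substrate turnover signal | dosing = one dose, 20 µM | benchmarks = EDTA negative control, DMSO positive control | measure = activation factor | timing = 30 min reaction, room temperature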
TNAP inh hiacc: TNAP (human) inhibition, high acceptor. P05186. purified TNAP, CDP-star luminescence, 1 M DEA. inhibition, % at 20 µM. actives 0.03% (n = 200,000). AID 1135;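 active = over 50% inhibition of tissue-nonspecific alkaline phosphatase at 20 µM in the single-dose screen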;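 note: plate controls were DMSO wells for no effect and EDTA-quenched wells as full inhibition for full effect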
L major viab: Leishmania major promastigote growth inhibition; Leishmania major promastigotes, resazurin fluorescence viability; inhibition, % at 10 µM; actives 9% (n = 200,000); AID 1063; in the data active = inhibition above about 50%;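 note: promastigotes grown with compound for 44 hours at 28 °C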
TNAP inh no acc: TNAP (human) inhibition, acceptor-free conditions. AID 1012. actives 0.26% (n = 200,000). inhibition, % at 20 µM. P05186. purified TNAP, CDP-star luminescence, 30 min;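 active = tissue-nonspecific alkaline phosphatase inhibition above about 50% at 20 µM in the single-dose screen, limit read from the data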;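 note: 0% = DMSO negative control and 100% = EDTA positive control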
Diaph inh CS: diaphorase inhibition or chemical oxidation counter-screen | diaphorase resazurin-to-resorufin fluorescence, NADH, 16 min; bacterial (C. kluyveri) enzyme, not human | inhibition, % at 20 µM | actives 0.69% (n = 190,000) | AID 1217;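 active = primary screen inhibition at 20 µM above a set limit, cut at about 50% in these data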;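 note: plate controls were DMSO with full reaction for no effect and wells lacking NADH for full effect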
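material = Clostridium kluyveri diaphorase enzyme | amount = 0.14 U/mL diaphorase, enzyme working solution | schedule = incubation 16 min, room temperature | detection = fluorescence of resorufin formed from resazurin, Ex 544/Em 590 nm | benchmarks = positive control minus NADH, DMSO neutral control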
PMI act satM6P: PMI (human) activation, high substrate; P34949; coupled PMI enzyme assay, resazurin fluorescence, 20 min; active compounds read high; 1 = untreated enzyme, 0 = substrate-free blank; activation factor at 20 µM; actives 0.34% (n = 190,000); AID 1216;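 active = activation factor of 2 or more at 20 µM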
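assay system = human phosphomannose isomerase with PGI, G6PDH, diaphorase coupling enzymes | quantity = 15 ng/mL PMI | incubation = enzyme reaction with compound 20 min at room temperature | medium = HEPES pH 7.4 buffer with MgCl2 and Tween-20 | compound dosing = one concentration, 20 µM, in 1% DMSO | measured by = Diaphorase-driven resazurin-to-resorufin fluorescence, excitation 544, emission 590 nm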
bIAP inhibitor: intestinal alkaline phosphatase (bovine) inhibition; purified bovine IAP, CDP-star luminescence, 30 min; inhibition, % at 20 µM; 190,000 tested, under 10 active;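 active = over 50% inhibition of intestinal alkaline phosphatase at 20 µM in the single-dose screen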
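System: purified bovine intestinal alkaline phosphatase (IAP) enzyme; Input: IAP diluted 1/65,000,000 in the well; Measured by: CDP-star luminescence signal; Compound dosing: 20 µM single dose; Incubation: 30 min reaction at room temperature.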
bIAP act: increases bovine intestinal alkaline phosphatase activity. activation factor at 20 µM. actives 0.17% (n = 200,000). purified bovine IAP, CDP-star luminescence, 30 min; active compounds read high; fold of DMSO-control signal, blank-subtracted;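 active = activation factor of 2 or more at 20 µM, a signal rise over negative controls twice the positive control's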
Diaphorase act: diaphorase activation or chemical reduction counter-screen. Diaphorase/resazurin coupled assay, resorufin fluorescence, 16 min; active compounds read high; 1 = vehicle wells, 0 = NADH-free wells. activation factor at 20 µM. actives 0.005% (n = 190,000). AID 1229;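 active = diaphorase activity raised at least twofold by the compound at 20 µM; inactive = activation factor below 2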
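Material: purified diaphorase enzyme from Clostridium kluyveri; Also added: 0.114 mM NADH and 0.1 mM resazurin, final amounts; Doses: single compound dose of 20 µM, 1% DMSO final; Times: 16 min enzyme reaction, ambient temperature; Detection: resorufin fluorescence, excitation 544 nm, emission 590 nm; Measure: increased resorufin signal from activators or reducing compounds.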
Numbers without * were called inactive. Rows were taken by chance. Share with any hit: about 10%.

Every second line gives: L major viab | Diaph inh CS | PMI act satM6P | bIAP inhibitor | TNAP inh hiacc | Diaphorase act | bIAP act | TNAP inh no acc | PMI act | TNAP act hi DEA
> CCc1cc2c(=O)c(-c3ccc(F)cc3)c(C(F)(F)F)oc2cc1OCC(=O)O
→ 0.8 | 4.3 | 0.9 | 24.2 | 2.6 | 1 | 0.8 | -1.7 | 1 | 1
> Cc1cc2ccccn2c1C(C[N+](=O)[O-])c1ccc(N(C)C)cc1 (stereo unspecified)
→ 88.6* | 9.7 | 0.8 | 9.2 | 9.1 | 0.9 | 0.9 | -1.4 | 1 | 0.9
> CC(C)(C)NC(=O)CCCCCCCC(=O)NC(C)(C)C
→ 1.5 | 5.6 | 0.9 | 3.2 | -4.5 | 0.9 | 1 | -9.5 | 1 | 1
> CC(=O)Nc1cc2ccccc2oc1=O
→ -2.0 | 18.6 | 0.9 | 7.4 | -5.2 | 0.8 | 0.9 | -10.3 | 1 | 1.1
> CCc1nnc(NC(=O)c2cc(-c3cccnc3)nc3ccccc23)s1
→ -5.3 | 2.5 | 1 | -17.5 | 0.2 | 1 | 1.2 | 2.1 | 1.2 | 1
> C=CCNc1nc(C)nc(OC)n1
→ -1.8 | 7.6 | 1.1 | 4.1 | -7.5 | 0.9 | 1 | -12.7 | 1 | 1.1
> COCCCNC(=S)Nc1ccc(OC(F)F)cc1C
→ -2.9 | 9.2 | 1 | 3.5 | -5.7 | 0.9 | 1 | -12.6 | 1 | 1.1
> COc1ccc(NC(=O)/C(Cl)=C(/Cl)S(=O)(=O)Cc2ccc(C)cc2)cn1
→ 21.8 | 5.5 | 1.1 | 16.8 | -5.9 | 0.9 | 0.8 | -17.0 | 1.1 | 1.1
> CC(c1ccccc1)N1CC(C(=O)NC2CCCC2)CC1=O (stereo unspecified)
→ 4.6 | 10.8 | 1 | 9.8 | -8.0 | 0.9 | 0.9 | -3.0 | 1.1 | 1.1
> COC(=O)CNS(=O)(=O)c1ccc(C)cc1
→ -3.2 | 3.3 | 1.1 | 8.5 | -4.4 | 1 | 0.9 | -27.7 | 1 | 1
> O=[N+]([O-])c1ccc(/C=N/NC(=S)Nc2ccccc2F)o1
→ 25.1 | 8.0 | 1 | -7.2 | 4.3 | 0.9 | 1.1 | 1.8 | 1 | 1
> CCOc1ccc(N2C(=O)/C(=C\c3ccccc3OC)S(=O)(=O)C2c2cccc([N+](=O)[O-])c2)cc1 (stereo unspecified)
→ 50.0* | 6.9 | 0.9 | 8.4 | -1.8 | 0.9 | 0.9 | -8.6 | 0.9 | 1
> COc1ccc(C(=O)Nc2ncc(C)s2)cc1S(=O)(=O)N1CCCC1
→ 17.7 | -3.8 | 1 | -12.2 | -4.5 | 1 | 1.1 | -7.7 | 0.9 | 1
> O=C(NCc1ccc(F)cc1)c1c(O)c2cccc3c2n(c1=O)CCC3
→ -12.8 | 11.5 | 1.1 | 11.9 | -7.9 | 0.9 | 0.9 | 2.9 | 1.2 | 1.1
> O=[N+]([O-])c1ccc(N2CCC(O)CC2)nc1
→ 7.0 | 8.6 | 0.8 | 14.9 | 2.5 | 0.9 | 0.9 | 2.3 | 0.9 | 1
> CCn1c(CN2CCN(Cc3ccc(C)cc3)C(CCO)C2)nc2ccccc21 (stereo unspecified)
→ 2.9 | 2.3 | 0.9 | -6.5 | 0.6 | 1 | 1.1 | -3.7 | 0.9 | 1
> CCN(CC)CCNC(=O)c1ccc(Sc2ccc(Cl)cc2)c(NC(C)=O)c1
→ 0.3 | -10.1 | 1.1 | -8.4 | 0.7 | 1.1 | 1.1 | -5.5 | 1.2 | 1
> Cc1ccc(C(=O)NC(C#N)=C(Cl)Cl)cc1
→ 15.4 | -7.0 | 1 | -1.0 | -0.8 | 1.1 | 1 | -2.1 | 1 | 1
> COc1ccccc1C(=O)CSc1nnc(-c2ccco2)o1
→ -1.0 | -8.7 | 1.1 | -5.7 | -3.7 | 1.1 | 1.1 | -5.0 | 1.2 | 1
> C#CCn1c(S(=O)(=O)Cc2ccccc2Cl)nc(-c2ccccc2)c1-c1ccccc1
→ -2.5 | 24.3 | 0.8 | 11.2 | 1.4 | 0.8 | 0.9 | -13.1 | 0.8 | 1
> COCC(C)NC(=O)c1ccc(CN2CCc3ccccc3C2)cc1 (stereo unspecified)
→ 14.5 | 10.6 | 0.9 | -13.5 | 0.6 | 0.9 | 1.1 | -2.8 | 0.9 | 1
> Cc1ccc(NC(=O)CSc2nc3c(cc2C#N)C(=O)CCC3)cc1S(=O)(=O)N(C)C
→ 0.9 | 13.0 | 1 | 14.3 | -2.0 | 0.9 | 0.9 | -12.9 | 0.9 | 1
> CC(C1CC1)N(Cc1ccccc1)C(=O)NC(=O)c1ccc(F)cc1 (stereo unspecified)
→ 18.4 | -5.0 | 1.2 | 7.4 | -4.4 | 1.1 | 0.9 | -15.8 | 1.1 | 1
> CCN1CCc2c(C#N)c(N3CCCCC3)nc(N3CCOCC3)c2C1
→ 8.2 | 7.6 | 0.9 | -12.9 | -2.1 | 0.9 | 1.1 | -7.9 | 1 | 1
> Cc1ccc(NC(=O)CN2CCC(Cc3ccccc3)CC2)cc1S(=O)(=O)N(C)C
→ 16.5 | 12.1 | 1 | 2.7 | -2.1 | 0.9 | 1 | -2.0 | 1 | 1
> O=C(O)c1ccccc1-c1ccccc1C(=O)NCc1cccc(C(F)(F)F)c1
→ -5.7 | 22.1 | 1 | -7.2 | -3.8 | 0.8 | 1.1 | -7.4 | 1 | 1
> COc1ccc(/C=N/NC(=O)c2ccn[nH]2)cc1COc1ccc(F)cc1
→ 25.5 | 18.1 | 0.9 | -3.3 | -3.6 | 0.8 | 1 | -32.1 | 0.9 | 1
> Fc1cccc(Cn2cc(C(=S)N3CCCCC3)c3ccccc32)c1
→ 2.7 | 14.8 | 0.9 | 47.0 | -1.1 | 0.9 | 0.5 | -9.1 | 0.9 | 1
> CC(=O)N(C(C)=O)n1c(/C=C/c2ccc([N+](=O)[O-])cc2)nc2ccccc2c1=O
→ -2.8 | 15.6 | 1 | 3.8 | 1.9 | 0.8 | 1 | -7.3 | 1.1 | 1
> COc1ccccc1OCCC(=O)NCc1ccc2c(c1)OCO2
→ 5.0 | 3.4 | 1 | -5.2 | 3.8 | 1 | 1.1 | -9.0 | 1 | 1

Only Diaphorase act, TNAP inh no acc and TNAP inh hiacc, for some of the entries so far:
compound | Diaphorase act | TNAP inh no acc | TNAP inh hiacc
O=C(NCc1ccc(F)cc1)c1c(O)c2cccc3c2n(c1=O)CCC3 | 0.9 | 2.9 | -7.9
O=[N+]([O-])c1ccc(N2CCC(O)CC2)nc1 | 0.9 | 2.3 | 2.5
CCn1c(CN2CCN(Cc3ccc(C)cc3)C(CCO)C2)nc2ccccc21 (stereo unspecified) | 1 | -3.7 | 0.6

Next section.
Every second line gives: L major viab | Diaph inh CS | PMI act satM6P | bIAP inhibitor | TNAP inh hiacc | Diaphorase act | bIAP act | TNAP inh no acc | PMI act | TNAP act hi DEA
> Cn1c(SCC(=O)Nc2ccc3cn[nH]c3c2)nnc1-c1cccs1
→ -2.1 | 11.5 | 1 | 9.9 | -1.1 | 0.9 | 0.9 | -2.5 | 0.9 | 1
> O=C(CCN1C(=O)C2C3C=CC(C3)C2C1=O)Nc1ccc2c(c1)OCO2 (stereo unspecified)
→ -0.1 | 15.2 | 0.8 | 0.0 | -2.5 | 0.8 | 1 | -9.0 | 0.8 | 1
> O=C1CC(Sc2nnc(-c3ccccc3O)o2)C(=O)N1c1ccccc1 (stereo unspecified)
→ -9.2 | 12.6 | 1 | -4.8 | -6.8 | 0.9 | 1 | 13.7 | 1.1 | 1.1
> Cc1ccc(C(=O)NCC(=O)OC(C)C(=O)NCCC2=CCCCC2)cc1C (stereo unspecified)
→ -1.6 | 9.9 | 1 | 10.8 | 2.2 | 0.9 | 0.9 | 1.6 | 0.8 | 1
> Nc1nc(-c2ccc([N+](=O)[O-])cc2)cs1
→ 0.1 | 3.5 | 1.1 | 14.0 | 2.1 | 1 | 0.9 | -9.4 | 1.1 | 1
> Cc1cccc(NC(=O)C2CCCN(S(=O)(=O)c3cccc4nonc34)C2)c1 (stereo unspecified)
→ -3.6 | 1.6 | 1 | -0.3 | -1.3 | 1 | 1 | -11.0 | 1 | 1
> Cc1cc(NC(=O)Cn2nnc3sc4c(c3c2=O)CCC(C(C)(C)C)C4)no1 (stereo unspecified)
→ 8.6 | 18.2 | 0.8 | -4.4 | 1.1 | 0.8 | 1 | -1.9 | 0.8 | 1

A second format for some results above.
mol | L major viab | Diaph inh CS | PMI act satM6P | bIAP inhibitor | TNAP inh hiacc | Diaphorase act | bIAP act | TNAP inh no acc | PMI act | TNAP act hi DEA
Cc1ccc(C(=O)NCC(=O)OC(C)C(=O)NCCC2=CCCCC2)cc1C (stereo unspecified) | -1.6 | 9.9 | 1 | 10.8 | 2.2 | 0.9 | 0.9 | 1.6 | 0.8 | 1
Nc1nc(-c2ccc([N+](=O)[O-])cc2)cs1 | 0.1 | 3.5 | 1.1 | 14.0 | 2.1 | 1 | 0.9 | -9.4 | 1.1 | 1
Cc1cccc(NC(=O)C2CCCN(S(=O)(=O)c3cccc4nonc34)C2)c1 (stereo unspecified) | -3.6 | 1.6 | 1 | -0.3 | -1.3 | 1 | 1 | -11.0 | 1 | 1

Assay outcomes deposited in PubChem BioAssay by several laboratories.
